Runt-CBFb FRET – inhibitors of human RUNX1 Runt domain binding to CBFb; Q01196+Q13951; Cerulean-Runt/Venus-CBFb FRET ratio 530/480, 1 h; inhibition, % at 20 µM; 220,000 tested, 0.46% active; AID 1496;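 active means inhibition over about 50% at 20 µM in the single-dose screen, limit read from the data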;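 further: 0% = DMSO wells and 100% = excess unlabeled CBFb competitor control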
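test system = Cerulean-Runt domain fusion protein, energy donor | probe or stimulus = Venus-CBFb binding partner, 100 nM | incubation = two 1 h room-temperature incubations shielded from light | detection = fluorescence energy transfer, 422 nm excitation, 530/480 nm emission | measure = loss of energy transfer signal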
FXIIa inh 1536 – blocks human coagulation factor XIIa protease activity; 220,000 tested, 0.3% active; AID 800; purified FXIIa, Boc-QGR-AMC fluorogenic substrate, 2 h; P00748; inhibition, % at 5 µM; in the data active means inhibition above about 40%;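 further: 0% = enzyme with no compound and 100% = blank without enzyme; many of its hits are not listed in these tables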
Runt-SMMHC FRET – blocks binding of human RUNX1 Runt domain to CBFb-SMMHC; 220,000 tested, 0.74% active; Cerulean-Runt/Venus-CBFb-SMMHC FRET ratio 530/480, 1 h; AID 1434; inhibition, % at 20 µM; Q01196+Q13951;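 active means mean inhibition across duplicate retests at 20 µM reaching about 50%, limit read from the data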;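 further: 0% = DMSO wells and 100% = wells with excess untagged CBFb-SMMHC; inhibitors lower the FRET ratio by blocking Runt binding to CBFb-SMMHC; some results filed as inactive read as strong as hits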
Hck-Nef inh – blocks Nef-activated human Hck kinase; P08631; Recombinant Hck-YEEI plus Nef, Z-Lyte FRET kinase assay; 220,000 tested, 0.68% active; AID 463187; inhibition, % at 20 µM;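 active means Hck-Nef kinase inhibition above about 50%, limit read from the data; inactive means inhibition below that limit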;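 further: 0% = DMSO with Hck plus Nef and 100% = Hck alone without Nef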
Target sequence (P08631 whole entry, looked up): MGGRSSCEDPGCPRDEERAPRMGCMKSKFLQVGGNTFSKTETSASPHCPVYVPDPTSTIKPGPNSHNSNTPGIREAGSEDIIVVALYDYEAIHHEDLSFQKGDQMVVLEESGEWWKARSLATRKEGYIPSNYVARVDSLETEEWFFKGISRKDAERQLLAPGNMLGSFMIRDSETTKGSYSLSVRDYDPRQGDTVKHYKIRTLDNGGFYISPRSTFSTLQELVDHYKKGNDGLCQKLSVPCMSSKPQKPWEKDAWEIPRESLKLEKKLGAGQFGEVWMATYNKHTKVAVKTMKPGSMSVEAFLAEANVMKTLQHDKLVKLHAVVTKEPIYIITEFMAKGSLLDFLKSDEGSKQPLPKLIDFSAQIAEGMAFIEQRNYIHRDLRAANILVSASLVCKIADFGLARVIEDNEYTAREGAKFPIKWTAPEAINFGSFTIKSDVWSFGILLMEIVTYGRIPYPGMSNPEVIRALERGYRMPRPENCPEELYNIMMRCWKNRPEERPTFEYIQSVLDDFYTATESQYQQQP
KLK5 inh – kallikrein 5 (human) inhibition; 210,000 tested, 0.59% active; recombinant hK5, fluorogenic AMC substrate cleavage; inhibition, % at 5 µM; Q9Y337; AID 873;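 active means inhibition of 40% or more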;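 further: 0% = enzyme controls without compound and 100% = no-enzyme blanks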
Target sequence (Q9Y337 67-293 limits assumed): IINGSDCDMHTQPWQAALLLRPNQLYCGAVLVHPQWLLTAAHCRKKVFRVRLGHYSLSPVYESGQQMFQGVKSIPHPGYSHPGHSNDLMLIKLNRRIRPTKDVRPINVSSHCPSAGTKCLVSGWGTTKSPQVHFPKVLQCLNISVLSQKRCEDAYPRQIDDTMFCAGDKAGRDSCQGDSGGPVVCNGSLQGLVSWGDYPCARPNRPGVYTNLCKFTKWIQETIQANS
14-3-3 Bad PPI – disrupts binding of bovine 14-3-3 zeta to phospho-Bad peptide | 220,000 tested, 0.71% active | P63103 | inhibition, % at 21.7 µM | TR-FRET 14-3-3zeta/Dy647-pBad peptide displacement, 1 h;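 active means inhibition above about 70%, limit read from the data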;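 further: 0% = full 14-3-3 plus peptide FRET controls and 100% = background without 14-3-3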
Target sequence (P63103 whole entry, looked up): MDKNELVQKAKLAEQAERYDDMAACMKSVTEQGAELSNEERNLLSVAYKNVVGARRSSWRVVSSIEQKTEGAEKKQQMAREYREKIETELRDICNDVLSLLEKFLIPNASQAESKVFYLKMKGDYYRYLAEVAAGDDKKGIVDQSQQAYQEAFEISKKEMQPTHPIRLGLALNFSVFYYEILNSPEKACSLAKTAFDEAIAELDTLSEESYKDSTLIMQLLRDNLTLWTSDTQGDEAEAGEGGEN
Wee1 stabilizer – blocks degradation of human Wee1 kinase. HeLa Luc-Wee1K328M stability, luciferase luminescence; 100% = proteasome inhibitor MG132 effect. reporter increase, % at 5 µM. P30291. 220,000 tested, 1.2% active;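 active means activation above the mean of all tested compounds plus 3 SD, set per screening run, cut at about 8.8% in these data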;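 further: cells exposed to compound for 20 h before luminescence read; 0% = DMSO alone and 100% = MG132 at 30 µM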
FXIa inh 1536 – blocks human coagulation factor XIa protease activity; inhibition, % at 5 µM; purified FXIa, Boc-Glu-Ala-Arg-AMC fluorogenic substrate; P03951; 220,000 tested, 0.14% active;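 active means inhibition of at least 40%; inactive means inhibition below 40%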;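 further: fluorescence of freed AMC excited at 355 nm; 0% = enzyme without compound and 100% = no enzyme blank; many of its hits are not listed in these tables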
thrombin 1536 – inhibitors of human thrombin | P00734 | alpha-thrombin, Boc-VPR-AMC fluorogenic substrate cleavage | inhibition, % at 5 µM | 220,000 tested, 0.26% active | AID 1046;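 active means inhibition at or above 40%; inactive means inhibition below 40%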;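 further: 0% = enzyme with no compound and 100% = wells without enzyme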
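System – human alpha-thrombin protein · Reagent – Boc-VPR-AMC substrate, 15 µM final · Compound – 5 µM single dose in 0.2% DMSO · Schedule – reaction at room temperature · Technique – AMC fluorescence at 355 nm excitation and 460 nm emission · Read-out basis – % inhibition relative to enzyme controls and enzyme-free blanks · Control set – no-compound enzyme wells and no-enzyme blanks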
An asterisk follows results filed as active; x = no result given; [ ] = another dose, or the depositor's remark.

SMILES	Runt-CBFb FRET	FXIIa inh 1536	Runt-SMMHC FRET	Hck-Nef inh	KLK5 inh	14-3-3 Bad PPI	Wee1 stabilizer	FXIa inh 1536	thrombin 1536
CCOc1cccc(C(=O)Nc2nnc(-c3cccs3)s2)c1	0	9	3	-4	-7	-3	3	2	-8
O=C(Nc1ccc(Nc2ccccc2)cc1)c1ccc(Br)o1	4	0	1	5	-2	13	2	4	-18
O=C(NCC1CCCO1)c1cc(S(=O)(=O)Nc2ccc(Br)cc2)ccc1Cl (stereo not drawn)	-1	0	3	14	0	-2	-3	-7	3
C=CCN1C(=O)/C(=C\c2ccc(Oc3nc(N4CCOCC4)nc(N4CCOCC4)n3)c(OC)c2)SC1=S	x	3	-4	-14	4	-2	1	-1	1
C/C(N)=C(/C#N)C(=O)CSc1nc2ccccc2c(=O)n1CCCOC(C)C	-4	10	-1	1	-21	6	0	5	1
COc1ccc(-c2csc(-c3cccnc3)n2)cc1C	-7	8	-3	18	0	8	0	19	-8
C[C@@]12CCC=C[C@H]1[C@H](c1ccc3ccccc3c1Br)N(Cc1ccccc1)C2=O	0	8	0	22	0	-2	x	1	0
Cc1cc2cc(CNC(=O)Nc3ccccc3)ccc2n1C	-12	14	-26	-1	-3	-9	-2	6	4
Cc1ccccc1C(CC(=O)c1cccs1)C(C#N)C#N (stereo not drawn)	3	5	4	1	-5	-6[fluorescence artefact?]	-3	1	2
CC(C)Cn1c(N)c(C(=O)COC(=O)c2cc(-c3ccccc3)nc3ccccc23)c(=O)n(C)c1=O	-2	21	-2	-3	-3	-4	0	13	2
CCn1c(SCc2ccccc2)nc2c(c1=O)SCC2	-2	2	2	10	-13	32	0	-5	1
CCC(C)NCCOCCOc1ccccc1-c1ccccc1 (stereo not drawn)	-1	16	3	1	-5	18	2	-2	2

One compound at a time (already shown). Screens in order: Runt-CBFb FRET, FXIIa inh 1536, Runt-SMMHC FRET, Hck-Nef inh, KLK5 inh, 14-3-3 Bad PPI, Wee1 stabilizer, FXIa inh 1536, thrombin 1536
CCn1c(SCc2ccccc2)nc2c(c1=O)SCC2 is listed as -2, 2, 2, 10, -13, 32, 0, -5, 1
O=C(NCC1CCCO1)c1cc(S(=O)(=O)Nc2ccc(Br)cc2)ccc1Cl (stereo not drawn) is listed as -1, 0, 3, 14, 0, -2, -3, -7, 3
CCOc1cccc(C(=O)Nc2nnc(-c3cccs3)s2)c1 is listed as 0, 9, 3, -4, -7, -3, 3, 2, -8
CC(C)Cn1c(N)c(C(=O)COC(=O)c2cc(-c3ccccc3)nc3ccccc23)c(=O)n(C)c1=O is listed as -2, 21, -2, -3, -3, -4, 0, 13, 2

Next results
SMILES	Runt-CBFb FRET	FXIIa inh 1536	Runt-SMMHC FRET	Hck-Nef inh	KLK5 inh	14-3-3 Bad PPI	Wee1 stabilizer	FXIa inh 1536	thrombin 1536
Cc1nnc(-c2cnn(C)c2N)n1Cc1ccccc1F	1	8	-2	-1	-4	3	-2	-7	-3
CC1(C)CC2CC(C)(CN2C(=S)Nc2ccccc2F)C1 (stereo not drawn)	-1	4	-2	18	0	-3	0	-3	-6
COCCn1cnnc1SCC(=O)Nc1cccc(S(=O)(=O)N(C)c2ccccc2)c1	1	3	1	7	-8	-5	2	-5	0
CC1=CC(=O)CC(C)(C)C1(O)/C=C/C(C)=C/C(=O)O (stereo not drawn)	0	7	-2	10	0	2	3	2	-1
S=C(c1ccc(Cl)cc1)N1CCN(Cc2ccccc2)CC1	1	x	-3	-13	-4	-10	0	-7	-9
CC(C)C[C@H](NC(=O)OC(C)(C)C)c1nnc(SCC(=O)Nc2ccc(Br)cc2)o1	-4	0	-1	3	1	-3	-1	-9	-3
CSc1nc(-c2ccccc2)nc(N2CCOCC2)c1C(C)=O	-4	35	0	16	19	16	-1	29	50*
CC(CN1CCN(C)CC1)OC(=O)c1ccccc1 (stereo not drawn)	-2	-14	1	1	-4	71*	3	-15	-1
CCOc1ccc(CNC(=O)CCn2c(=O)oc3ccccc32)cc1OC	2	-4	5	2	3	10	-2	0	-19
CCOC(=O)C(Nc1ccc2ccccc2c1)C(=O)OCC	6	8	10	7	-21	-18	2	1	-7
CCC(C)C(NC(=O)C1CCC(C)CC1)C(=O)NCc1cccnc1 (stereo not drawn)	-2	12	1	0	-9	0	3	0	-3
FC(F)Oc1ccc(NC(=S)N2CCN(Cc3ccccc3)CC2)cc1	0	1	0	13	-12	0	-2	-3	-9
O=C(COC(=O)c1cccnc1)Nc1ccc2c(c1)OCO2	1	4	0	16	-3	-17	2	-1	1
COc1ccc(CCNC(=O)/C(C#N)=C2\N=C(NC(=O)c3cccs3)c3ccccc32)cc1	-9	3	-35	0	-4	-11	6	-7	-12
Cc1cc(NCCO)c2cc(O)ccc2n1	7	2	9	3	-113	-9	0	-9	-2
COc1ccc(S(=O)(=O)Nc2c(F)cccc2F)cc1	0	3	2	18	2	-7	0	-3	2
COc1ccccc1/C=C/C(=O)OCC(=O)Nc1ccccc1Sc1ccccc1	-2	11	-1	2	-11	4	1	-2	-3
CC(=O)C(Sc1nc(NC(C)(C)C)nc(N(C)C)n1)C(C)=O	-2	16	3	2	-8	-13	0	5	4
COc1cccc(C(=O)N2CCN(Cc3ccco3)CC2)c1OC	-2	3	1	0	-7	x	1	-5	-3
c1csc(-c2nc(CN3CCSCC3)cs2)c1	0	6	-4	21	2	-2	4	2	-2
COC(=O)C1CCN(c2ccc(Cl)nn2)CC1	0	10	0	16	14	-2	1	8	-1
Cc1ccsc1/C=N/NC(=O)Cc1cccn1C	1	15	-1	-2	-5	-1[fluorescence artefact?]	0	9	2
NC(=O)CC(NC(=O)c1ccc(Br)cc1)c1ccc(N2CCC(Br)CC2)c([N+](=O)[O-])c1 (stereo not drawn)	0	4	-1	14	0	-5	x	-1	-7
C/C(N)=C(/C#N)C(=O)COC(=O)COc1ccc(Cl)cc1	0	8	2	-1	-7	0	1	-10	15
COc1cccc(NC(=O)N2CCOCC2)c1	-95	14	3	1	-6	13	-1	4	2
Cc1ccccc1-c1nnc(SCC(=O)NC2CCCCC2)o1	-1	11	2	-4	-13	-13	1	5	3
Cc1ccccc1S(=O)(=O)Nc1ncnc2scc(-c3ccccc3)c12	-3	13	-4	2	-8	-2	7	10	-7
Cc1ccc(C2CC(C(F)(F)F)n3nc(C(=O)Nc4c(C)n(C)n(-c5ccccc5)c4=O)cc3N2)cc1 (stereo not drawn)	-23	10	0	8	-10	23	-1	-1	0
COC(=O)c1c(O)cc(C(C)(C)C)n(-c2ccccc2)c1=O	-2	13	3	-1	-6	6	0	7	-2
CCc1ccccc1NC(=O)CSc1nnc(Cn2cnc3ccccc32)o1	0	8	1	6	-8	-2	0	5	-1
CC1(C)CC(=O)C2=C(C1)OC(N)=C(C#N)C2c1cccs1 (stereo not drawn)	0	6	-2	4	0	-24	5	-2	-4
CC(=O)c1ccc(Sc2nnnn2-c2ccccc2)c([N+](=O)[O-])c1	2	9	3	1	-4	-2	0	3	3
CCCC(=O)Nc1nnc(SCC(=O)NCc2ccc3c(c2)OCO3)s1	0	15	-4	13	5	3	1	6	1
Cc1cccc(N=C2NN=C(c3c[nH]c4ccccc34)CS2)c1	5	15	-3	1	-21	-13	0	7	3
CCc1nnc(NC(=O)c2ccc3c(c2)C(=O)N(C(C)(C)C)C3=O)s1	4	3	-1	-1	-16	-3[fluorescence artefact?]	1	2	2
Clc1ccc(Oc2cnns2)cc1Cl	3	9	1	0	-2	9	-2	3	3
Cc1cc(C)nc(/N=C(\N)Nc2cccc([N+](=O)[O-])c2)n1	2	-3	4	4	-8	-4	6	-12	-9
COC(=O)c1ccc(NC(=O)CSc2nnc(-c3ccccc3)n2C)cc1	-2	11	1	0	-1	13	-1	6	-1
O=c1[nH]c2ccccc2nc1C(F)(F)C(F)F	2	14	3	1	1	22	-1	6	2
NC(=O)C1CCN(C2CC(=O)N(c3cccc(F)c3)C2=O)CC1 (stereo not drawn)	3	18	0	7	-6	6	-1	5	4
CCCCOCCCNC(=O)N[C@H](C(=O)OC)C(C)CC (stereo partly drawn)	-2	6	1	19	-4	1	-3	-2	-1
COc1ccc(Br)cc1CNC(=O)C1CCN(S(=O)(=O)N2CCCC2)CC1	-1	17	0	0	8	3	-1	13	4
O=C(NCCN1CCOCC1)c1cc2sccc2n1Cc1ccc(Cl)cc1	-3	13	-5	0	-13	-8	-3	6	-2
O=C(NCCSCc1ccccc1)c1ccc(C2SCC(=O)N2Cc2ccccc2)cc1 (stereo not drawn)	0	9	-5	-1	-14	0	0	-2	-3
Cc1cccc(Cc2nnc(CCC(=O)NCc3cnc4ccccn34)o2)c1	1	11	-6	1	x	-1	1	3	-3
COc1ccc(CNC(=O)CCSc2nc(-c3ccc4c(c3)OCO4)cc(C(F)(F)F)n2)cc1	-6	8	-4	16	-10	2	-1	6	0
O=[N+]([O-])c1ccccc1S(=O)(=O)N1CCCCC1	1	8	3	0	-10	-2[fluorescence artefact?]	-2	6	-6
Cc1ccc(SCC(=O)Nc2cccc(C(=O)NC(C)(C)C)c2)cc1	-2	-12	4	0	0	4	5	-12	-3
O=C(CCC(=O)Nc1ccc(F)cc1)N/N=C/c1cc([N+](=O)[O-])ccc1O	0	8	-4	11	-24	-7	2	7	-11
COc1cc(SC)ccc1C(=O)Nc1c(Cl)cncc1Cl	-1	25	-2	16	24	-4	-1	29	30
Cn1nnnc1SCC(=O)N1CCN(c2ccccc2)CC1	-1	10	0	1	6	1	-2	-1	0
O=C(O)c1ccc(NS(=O)(=O)c2cc(Cl)ccc2Cl)cc1O	-2	-1	2	8	-30	14	2	-2	3
Nc1c(NCCN2CCCCC2)c2ccccc2oc1=O	6	2	2	21	-2	0	-6	-2	-11
Cc1[nH]c2ccccc2c1C(O)c1ccncc1 (stereo not drawn)	-2	7	-5	21	-7	-8	1	-4	-2
OCc1csc(=Nc2ccccc2)n1-c1ccccc1	0	10	3	6	-3	-10	2	2	3
CN(CC(=O)NC(=O)NCc1ccccc1)Cc1ccc(Cl)cc1	1	24	-5	2	-5	8	-1	19	-10
COc1ccc(C(c2nnnn2C2CCCC2)N2CCC(C(N)=O)CC2)c(OC)c1 (stereo not drawn)	2	9	0	-9	7	-5	-1	-8	2
COc1cc(C)ccc1OCCOc1c(Cl)cc(Cl)cc1Cl	-2	8	-3	1	5	-10[fluorescence artefact?]	-1	1	0
CCCn1c(SCC(=O)N2CCc3ccccc3C2)nc2c1c(=O)n(C)c(=O)n2C	-1	5	2	1	-4	1[fluorescence artefact?]	1	-1	3
CC(c1ccco1)N(C(=O)CSc1ccc(Br)cc1)c1ccccn1 (stereo not drawn)	3	-26	1	0	-2	7	2	-3	-6
Cn1nc(N)nc1N1CCN(c2ccc(F)cc2)CC1	-18	8	3	24	2	-9	0	1	5
CC1(C)CC(NC(=O)c2ccccc2C(=O)NC2CC(C)(C)NC(C)(C)C2)CC(C)(C)N1	0	15	0	24	-4	-4	-1	0	12

Screening data deposited in PubChem by several laboratories.
